PG9 Ab binder – small molecules binding HIV-1 gp120 antibody PG9 | TR-FRET gp120-PG9 antibody binding | inhibition, % at 6.7 µM | 360,000 tested, 0.43% active; in the data active = inhibition above about 8.5%
SMARCA2 activ – SMARCA2 function activation, primary screen. MG213 cells, MMTV-luciferase reporter, dexamethasone, overnight. activation, % at 9.1 µM. 370,000 tested, 1% active. AID 652017; in the data active = activation above about 7.8%;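 also: 0% = vehicle wells and 100% = reference activator wells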
ADAM10 inh – inhibitors of human ADAM10; O14672; 370,000 tested, 0.62% active; inhibition, % at 7 µM; AID 720582; recombinant ADAM10, EDANS/DABCYL FRET peptide cleavage, 3 h;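 active = inhibition above a per-campaign cutoff equal to the mean of compounds falling between control-based bounds plus 3 SD, cut at about 20% in these data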;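 also: 0% = DMSO wells while the 100% control is not disclosed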
hgDAF12 agonist – activates the H. glycines DAF-12 receptor ligand-binding domain | HEK293 GAL4-hgDAF12 UAS-luciferase reporter, agonist luminescence; normalized to butyrate control | 370,000 tested, 1.8% active | activation, % at 6.8 µM | AID 687014;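 active = activation above a cutoff set at the mean of all screened compounds plus 3 SD, cut at about 10% in these data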;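 also: 0% = DMSO wells and 100% = sodium butyrate wells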
ADAM17 inh – inhibitors of human ADAM17; recombinant ADAM17, EDANS/DABCYL FRET peptide cleavage; inhibition, % at 6.95 µM; 370,000 tested, 0.83% active;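 active = inhibition above the mean of compounds lying between control limits plus 3 SD, set per campaign, cut at about 8.5% in these data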;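 also: 0% = DMSO-only wells as the low control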
FXN GAA850 act – frataxin GAA850 promoter activation; 360,000 tested, 0.56% active; HEK293 lucGAA850 FXN promoter luciferase reporter, 24 h; percent of 10 µM SAHA response; activation, % at 6 µM;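 active = activation above the average of all compounds screened plus 3 SD, cutoff fixed separately per campaign, cut at about 7.5% in these data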;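 also: 0% = DMSO wells and 100% = 10 µM SAHA wells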
ssDAF-12 act – activators of S. stercoralis DAF-12 nuclear receptor. HEK293 ssDAF-12/GRIP1 lit1-tk-luc reporter, luminescence; % of 3 µM dafachronic acid response. activation, % at 6.8 µM. 370,000 tested, 1% active. AID 652126;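 active = activation above the mean over all tested compounds plus 3 SD, cut at about 0.9% in these data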;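 also: 0% = DMSO-only wells and 100% = 3 µM delta7-dafachronic acid wells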
DAX1 inh-1 – inhibitors of human orphan nuclear receptor DAX1 (NR0B1); inhibition, % at 6.75 µM; HEK293 Gal4-DAX1 luciferase reporter, luminescence; 340,000 tested, 0.99% active; AID 504766;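 active = inhibition above the mean over all tested compounds plus 3 SD, cut at about 4.2% in these data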;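 also: 0% = DAX1-transfected cells with DMSO and 100% = empty-vector control cells with DMSO; inhibition shows as a rise in luminescence from relieved DAX1 repression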
DAX1 inh-2 – DAX1 (NR0B1) inhibition, primary screen. HEK293T StAR-luciferase reporter, SF-1/DAX-1 repression relief. inhibition, % at 6.8 µM. 370,000 tested, 1.1% active. AID 652010;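 active = inhibition above the mean over all tested compounds plus 3 SD, cut at about 3.6% in these data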;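 also: 0% = DAX-1 cells with DMSO and 100% = cells lacking DAX-1 with DMSO; higher inhibition means more luminescence from relief of DAX-1 repression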
GC-A act – GC-A (human) enzyme activation. 370,000 tested, 0.14% active. activation, % at 10 µM. P16066. HEK293 GC-A cells, cGMP TR-FRET, EC30 ANP; 0% at EC30 ANP, 100% saturating ANP; in the data active = activation above about 40%
Target sequence (P16066 whole entry, looked up): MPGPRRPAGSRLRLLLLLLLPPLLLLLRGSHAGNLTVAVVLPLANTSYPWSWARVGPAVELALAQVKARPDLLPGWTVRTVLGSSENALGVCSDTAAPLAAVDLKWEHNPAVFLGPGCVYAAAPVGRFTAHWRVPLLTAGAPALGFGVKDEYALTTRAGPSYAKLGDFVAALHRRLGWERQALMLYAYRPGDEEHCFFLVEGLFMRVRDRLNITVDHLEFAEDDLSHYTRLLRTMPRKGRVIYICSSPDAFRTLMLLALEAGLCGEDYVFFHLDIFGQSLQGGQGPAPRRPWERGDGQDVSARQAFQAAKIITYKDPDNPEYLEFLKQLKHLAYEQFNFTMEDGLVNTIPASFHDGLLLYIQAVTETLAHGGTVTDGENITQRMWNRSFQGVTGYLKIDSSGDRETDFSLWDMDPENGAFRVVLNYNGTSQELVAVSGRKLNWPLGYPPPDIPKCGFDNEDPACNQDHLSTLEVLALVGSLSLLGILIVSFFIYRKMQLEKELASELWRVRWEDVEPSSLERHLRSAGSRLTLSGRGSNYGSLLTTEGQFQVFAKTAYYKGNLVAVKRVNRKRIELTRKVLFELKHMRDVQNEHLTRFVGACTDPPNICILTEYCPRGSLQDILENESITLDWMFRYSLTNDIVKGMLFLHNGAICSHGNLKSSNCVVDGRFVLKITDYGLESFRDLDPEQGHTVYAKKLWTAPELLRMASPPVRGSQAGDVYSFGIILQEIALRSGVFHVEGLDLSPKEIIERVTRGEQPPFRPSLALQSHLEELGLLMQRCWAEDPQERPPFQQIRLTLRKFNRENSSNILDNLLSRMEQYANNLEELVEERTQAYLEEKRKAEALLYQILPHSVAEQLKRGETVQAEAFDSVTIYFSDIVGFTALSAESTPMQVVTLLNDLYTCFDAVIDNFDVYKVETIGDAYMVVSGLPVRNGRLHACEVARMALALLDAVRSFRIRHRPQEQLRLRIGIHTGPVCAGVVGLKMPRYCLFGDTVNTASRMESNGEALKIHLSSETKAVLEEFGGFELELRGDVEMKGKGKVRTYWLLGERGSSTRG
hcDAF-12 act – activates DAF-12 receptor from parasite H. contortus; HEK293 hcDAF-12 lit1-tk-luc reporter, luminescence; 0% DMSO, 100% Δ7-dafachronic acid; activation, % at 6.8 µM; 370,000 tested, 1.4% active;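 active = activation above the mean of all tested compounds plus 3 SD, cut at about 5.5% in these data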;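 also: 100% = response to 3 µM Δ7-dafachronic acid high control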
* hit, by the source's call; / = no result given.

Every second line gives: PG9 Ab binder, SMARCA2 activ, ADAM10 inh, hgDAF12 agonist, ADAM17 inh, FXN GAA850 act, ssDAF-12 act, DAX1 inh-1, DAX1 inh-2, GC-A act, hcDAF-12 act
1) Cc1csc(NC(=O)c2cc(C)nc3ccccc23)n1
    -2.0, -1, -2, 2.1, 0, 0.1, -1.3, -0.3, 0.0, 2, 0.8
2) COc1ccc(NC(=O)c2ccco2)cc1NC(=O)c1cccs1
    0.2, -2, 6, -4.0, 1, 9.4*, -1.9, 2.5, -0.2, 2, 0.5
3) CCOC(=O)N1CCN(C(=O)COC(=O)c2cc(Cl)c(O)c(Cl)c2)CC1
    1.4, -3, -4, -1.6, -4, 0.7, -1.5, -0.3, -0.1, -2, -1.1
4) CCn1cc(C(=O)OCC(=O)N(C)Cc2ccccc2)c(=O)c2ccc(C)nc21
    1.6, -2, 4, -1.7, -7, -1.2, -1.4, -0.1, -0.3, 5, -0.9
5) COc1ccc2c(c1)C1NC(=S)N[C@@](C)(O2)C1C(=O)Nc1ccccc1 (stereo not given in full)
    1.3, 0, -1, -3.0, -5, -1.7, -1.0, 0.8, -0.8, -2, 2.3
6) O=C(CSc1nc(=O)n2ccccc2n1)N1N=C(c2cccs2)CC1c1ccc(F)cc1 (stereo not given)
    1.2, -2, -13, -0.4, -4, -1.4, -0.4, 1.0, -0.7, -4, -1.9
7) NC(=O)c1ccsc1NC(=O)COC(=O)/C=C/c1ccc([N+](=O)[O-])cc1
    -1.3, 6, -4, -1.9, -2, -3.6, 0.5, -3.1, 1.1, -2, -2.0
8) CC(=O)c1ccccc1OC(=O)CCN1C(=O)C2C3C=CC(C4CC34)C2C1=O (stereo not given)
    -1.6, 1, 12, 3.8, 2, 1.3, -1.1, 0.5, -0.7, -2, -1.6
9) N#C/C(=C/c1ccc(O)c(O)c1)C(=O)NCc1ccc(Cl)cc1
    -1.3, -1, 4, 0.2, -1, 4.4, -1.0, 0.0, -0.2, 4, 1.8
10) CC(=O)Nc1nc(C)c(Oc2cccc(C(F)(F)F)c2)c(=O)[nH]1
    -3.7, 6, -3, -0.9, -1, 0.7, -1.7, 0.4, 0.1, 1, 1.2
11) COc1ccccc1CNCc1cc(OC)c(OC)cc1OC
    -0.8, 0, -6, -0.4, -3, -2.9, -2.1, -0.9, -0.2, 0, -1.0
12) CCCC[C@@H]1CN=C(N)N1CCc1cccc(F)c1
    -2.0, -1, 5, 0.6, 6, -2.0, -1.4, 0.3, 0.2, -2, 0.3
13) N=c1c2c3c(sc2ncn1N)CCCCC3
    -1.4, 3, 1, 1.0, 1, -0.6, -1.5, 1.1, -0.8, 2, -1.3
14) CS(=O)(=O)Nc1cccc(C2=NN(C(=O)c3ccccc3)C(c3cccs3)C2)c1 (stereo not given)
    0.2, -4, 2, -4.2, 2, 0.7, -1.4, 2.3, -0.9, -28, -1.7
15) C=CC[n+]1c(-c2ccccc2)csc1NC(C)(C)C
    0.9, 0, 1, -1.6, -4, 1.9, -1.2, -2.2, 0.4, -7, -2.2

Entries of single compounds as entered above. Screens in order: PG9 Ab binder | SMARCA2 activ | ADAM10 inh | hgDAF12 agonist | ADAM17 inh | FXN GAA850 act | ssDAF-12 act | DAX1 inh-1 | DAX1 inh-2 | GC-A act | hcDAF-12 act
Record of `N=c1c2c3c(sc2ncn1N)CCCCC3` = -1.4 | 3 | 1 | 1.0 | 1 | -0.6 | -1.5 | 1.1 | -0.8 | 2 | -1.3
Record of `O=C(CSc1nc(=O)n2ccccc2n1)N1N=C(c2cccs2)CC1c1ccc(F)cc1` (stereo not given) = 1.2 | -2 | -13 | -0.4 | -4 | -1.4 | -0.4 | 1.0 | -0.7 | -4 | -1.9
Record of `NC(=O)c1ccsc1NC(=O)COC(=O)/C=C/c1ccc([N+](=O)[O-])cc1` = -1.3 | 6 | -4 | -1.9 | -2 | -3.6 | 0.5 | -3.1 | 1.1 | -2 | -2.0
Record of `CS(=O)(=O)Nc1cccc(C2=NN(C(=O)c3ccccc3)C(c3cccs3)C2)c1` (stereo not given) = 0.2 | -4 | 2 | -4.2 | 2 | 0.7 | -1.4 | 2.3 | -0.9 | -28 | -1.7
Record of `COc1ccc2c(c1)C1NC(=S)N[C@@](C)(O2)C1C(=O)Nc1ccccc1` (stereo not given in full) = 1.3 | 0 | -1 | -3.0 | -5 | -1.7 | -1.0 | 0.8 | -0.8 | -2 | 2.3

Part of the list above, in transposed form.
8: CC(=O)c1ccccc1OC(=O)CCN1C(=O)C2C3C=CC(C4CC34)C2C1=O (stereo not given)
7: NC(=O)c1ccsc1NC(=O)COC(=O)/C=C/c1ccc([N+](=O)[O-])cc1

compound no. | 8 | 7
PG9 Ab binder | -1.6 | -1.3
SMARCA2 activ | 1 | 6
ADAM10 inh | 12 | -4
hgDAF12 agonist | 3.8 | -1.9
ADAM17 inh | 2 | -2
FXN GAA850 act | 1.3 | -3.6
ssDAF-12 act | -1.1 | 0.5
DAX1 inh-1 | 0.5 | -3.1
DAX1 inh-2 | -0.7 | 1.1
GC-A act | -2 | -2
hcDAF-12 act | -1.6 | -2.0

(more compounds)
Every second line gives: PG9 Ab binder, SMARCA2 activ, ADAM10 inh, hgDAF12 agonist, ADAM17 inh, FXN GAA850 act, ssDAF-12 act, DAX1 inh-1, DAX1 inh-2, GC-A act, hcDAF-12 act
16) Cc1cc(Cl)cc(Cl)c1OCCN1CCCC1
    0.6, -1, 1, -1.6, -4, 1.0, 0.2, -1.0, -0.4, 4, -1.4
17) CC1(C)Cc2c(cnn2-c2ccc(F)cc2)C(NC(=O)CCN2CCCC2=O)C1 (stereo not given)
    -0.5, 0, -1, 1.1, -9, 3.8, -1.1, 0.0, 0.3, 4, -0.1
18) CCOc1ccc(C2N(c3cc(C)on3)C(=O)C3CCCN32)cc1OC (stereo not given)
    -1.7, 0, -2, -0.9, 1, 2.4, -0.9, -0.4, 0.0, 2, -0.5
19) CCNC(=O)N1C(=O)C2(OCCO2)c2ccccc21
    -1.6, 2, -4, -0.9, -4, 0.7, -0.7, -0.2, -0.1, -1, -0.8
20) CCOC(=O)CC(=O)Nc1ncnc2c1C(c1ccccc1)c1c(ccc3ccccc13)O2 (stereo not given)
    1.8, 2, 5, -2.1, 1, -0.6, -0.6, -0.1, -0.8, -12, 0.3
21) Cc1cccc2sc(N(CCN(C)C)C(=O)C3CCN(S(=O)(=O)c4cccs4)CC3)nc12
    -0.6, 0, -2, 0.0, -1, -0.5, -0.6, -0.4, -0.6, -17, 1.0
22) CCOc1cccc2sc(Cl)nc12
    0.7, -3, -1, -4.0, -4, 0.5, -1.6, 1.2, -0.3, 0, 0.1
23) Cc1ccccc1NC(=S)NNC(=O)c1ccoc1C
    -0.1, 2, -3, 6.1, -1, 1.9, -0.5, 1.4, 0.7, 6, 1.6
24) COc1cc(C=NNc2nc3c([nH]2)c(=O)n(C)c(=O)n3C)ccc1O
    -4.6, -1, -42, -0.2, -6, -0.6, -0.9, -0.8, 0.0, -12, -1.3
25) Cc1cccc(C)c1N=Cc1c(C(F)(F)F)[nH][nH]c1=O
    4.0, 0, -8, 0.1, -2, 0.6, -1.4, -0.5, 0.0, 0, 2.7
26) CCCCNC(=O)C1(C)CCCCN1C(=O)c1cccs1 (stereo not given)
    -0.8, -3, -18, -1.0, -7, -0.7, -0.5, /, -0.4, 3, 1.5
27) CS(=O)(=O)N1CCC(C(=O)Nc2cc(Cl)cc(Cl)c2)CC1
    -1.1, 0, -3, -1.5, -4, -0.2, -1.2, 1.3, -0.7, -2, -0.5
28) Cc1cc(C)n(-c2ccc(NC(=O)C3CCCCN3C(=O)c3sccc3C)cc2)n1 (stereo not given)
    -4.3, -1, 2, 1.8, 0, -0.2, -0.8, 0.3, -1.2, -1, -1.1
29) O=S(=O)(NCCc1csc(-c2ccccc2)n1)c1cccnc1
    0.9, -4, -5, -0.1, -4, 3.5, -1.3, 0.8, 0.7, -2, -0.6
30) O=C(N/N=C/c1ccc(OCc2ccccc2)cc1)c1ccc(O)cc1
    -0.5, -1, 1, 1.3, 2, 0.0, -1.2, -0.3, 0.9, 1, -1.5
31) CCN(CC)CCN1CNC(=S)NC1
    -1.6, 3, 0, -2.5, 4, -2.5, -1.0, 0.5, 0.8, 5, 0.8
32) Cc1onc(-c2ccccc2Cl)c1C(=O)OCC(=O)N1CCC(C)CC1
    -1.1, -2, -2, -0.8, -2, 2.1, -1.1, 0.2, 0.7, -2, -1.0
33) Cc1cc(C(=O)N2CCc3ccccc3C2)n[nH]1
    1.2, 0, -3, -0.3, -5, 1.4, -0.4, 0.9, 0.2, 0, 2.2
34) COc1ccc(NC(=O)N2CCCC(C(=O)Nc3ccccc3OC)C2)cc1 (stereo not given)
    1.5, -1, 4, 1.6, 0, 1.3, -1.1, 0.3, 0.3, 2, -1.7
35) CS(=O)(=O)NCCCNc1ccc(C(F)(F)F)cc1[N+](=O)[O-]
    -1.0, 0, -9, -2.0, -6, 2.3, -0.4, -0.2, -0.3, 1, -1.2
36) Cc1cc(C)c(CN2CCC(n3nccc3NC(=O)C3CCCC3)CC2)cc1C
    -0.2, 1, -10, -0.6, -1, -1.6, -1.6, 0.0, -2.4, -6, 0.0
37) CCCOc1ccc(-c2nnn(CC(=O)N3CCCC(C)C3)n2)cc1 (stereo not given)
    0.1, -1, 3, -1.1, -3, 1.6, -1.6, -0.9, -0.9, 1, -1.3
38) O=C(CNC(c1ccccc1)c1ccccc1)NCc1ccccc1Cl
    -2.1, -3, 4, -0.1, 1, 2.0, -0.8, 0.0, -0.5, -14, -2.2
39) O=C(CSc1nc2ncccc2[nH]1)NCc1ccccc1
    0.4, 0, 4, -0.4, -4, -0.6, -1.2, 4.7*, -0.5, -1, -2.0
40) COC(=O)C1=C(C(=O)OC)SC2(S1)C(C(=O)OC)=C(C(=O)OC)SC1=C2c2cc(C)ccc2NC1(C)C
    0.5, 0, 6, 2.3, 3, 1.3, -1.4, 2.9, -0.4, -10, -0.1
41) COc1cnn(-c2cccc(Cl)c2)c(=O)c1Cl
    2.4, -5, -1, 0.6, -6, 3.3, -0.8, 1.9, -0.3, 6, 2.9
42) CCN(CC)c1ccc(S(=O)(=O)N2CCOCC2)cc1NC(=O)COC(=O)c1ccco1
    -1.2, -2, -1, -1.6, -2, 1.8, -0.7, 0.3, 0.3, -2, -1.8
43) Cn1nc(C(F)(F)F)c(CN2CC(C)(C)C2=O)c1N1CCOCC1
    0.2, -4, -12, 1.2, -4, 0.7, -1.7, 0.8, 0.3, -1, -1.1
